# SKN-1 inh: suppressors of acrylamide-induced Pgst-4::GFP reporter in worms, primary screen, SKN-1 inhibitor project, whole organism, uHTS, GFP/RFP fluorescence ratio, strain VP596 | C. elegans VP596 Pgst-4::GFP/RFP ratio, 24 h | 0.49% of 360,000 active | inhibition, % at 21.8 µM;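 active = interference check ratio from 0.5 to 1.5 plus GFP to RFP signal ratio inhibition reaching or exceeding a fixed threshold, cut at about 30% in these data, passing the limit was not always enough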; note: some compounds called inactive have numbers as strong as hits
# MT1-MMP act inh: blockers of MT1-MMP proenzyme processing, primary screen, HT1080 RFP-PRO-GFP cells, GFP/RFP fluorescence; Matrix metalloproteinase-14 (Homo sapiens), P50281; GFP/RFP ratio fluorescence, overnight; percent of plate control window, DMSO zero; GFP/RFP ratio change, % at 20 µM; 0.061% of 360,000 active;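 active = GFP/RFP ratio change of at least 30% with cell ATP level not reduced by more than half and red fluorescence within 50% of control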; note: strong numbers were not always called active
#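 Assay system: RFP-PRO-GFP reporter HT1080 cells; read-out basis: GFP/RFP fluorescence ratio; benchmarks: DMSO wells and RFP-L50D-GFP cells; doses: 20 µM single dose, 1% DMSO; schedule: overnight cell settling, then overnight compound exposure, 37 °C, 5% CO2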
# FAS TE block: FAS thioesterase domain inhibitors, primary screen, biochemical, fluorescence intensity, uHTS; 0.67% of 360,000 active; recombinant FAS-TE, OMFH fluorogenic substrate, fluorescence endpoint; inhibition, % at 15 µM; AID 602261, 2012;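 active = compounds whose normalised, plate-corrected inhibition of enzyme fluorescence in the single-dose primary screen is 50% or more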;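 note: 0% = DMSO with enzyme and 100% = substrate without enzyme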
# Neddyl block: inhibitors of cullin neddylation, primary screen, biochemical, TR-FRET, uHTS, NAE and Ubc12 | calls only at 25 µM | 0.58% of 360,000 active | NEDD8-conjugating enzyme Ubc12 (Homo sapiens) + NEDD8-activating enzyme E1 regulatory …; in the data active = inhibition above about 36%
# NadD inh: inhibitors of S. aureus NadD, primary screen, biochemical, colorimetric, uHTS. 0.78% of 360,000 active. AID 602399, 2012. inhibition, % at 20 µM. purified NadD enzyme, colorimetric absorbance read-out; in the data active = inhibition above about 26%; note: some compounds past the cut are filed as inactive
# PABP1 MLLE inh: inhibitors of PABP1 MLLE–PAM2 peptide binding, primary screen, biochemical, fluorescence polarization, FITC-PAM2, GST-MLLE; 0.36% of 360,000 active; inhibition, % at 20 µM; Polyadenylate-binding protein 1 (Homo sapiens), P11940; in the data active = inhibition above about 35%, passing the limit was not always enough;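 note: plate controls were DMSO wells with GST-MLLE for no effect and wells lacking GST-MLLE protein for full effect; some results filed as inactive read as strong as hits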
# Target sequence (P11940 whole entry, looked up): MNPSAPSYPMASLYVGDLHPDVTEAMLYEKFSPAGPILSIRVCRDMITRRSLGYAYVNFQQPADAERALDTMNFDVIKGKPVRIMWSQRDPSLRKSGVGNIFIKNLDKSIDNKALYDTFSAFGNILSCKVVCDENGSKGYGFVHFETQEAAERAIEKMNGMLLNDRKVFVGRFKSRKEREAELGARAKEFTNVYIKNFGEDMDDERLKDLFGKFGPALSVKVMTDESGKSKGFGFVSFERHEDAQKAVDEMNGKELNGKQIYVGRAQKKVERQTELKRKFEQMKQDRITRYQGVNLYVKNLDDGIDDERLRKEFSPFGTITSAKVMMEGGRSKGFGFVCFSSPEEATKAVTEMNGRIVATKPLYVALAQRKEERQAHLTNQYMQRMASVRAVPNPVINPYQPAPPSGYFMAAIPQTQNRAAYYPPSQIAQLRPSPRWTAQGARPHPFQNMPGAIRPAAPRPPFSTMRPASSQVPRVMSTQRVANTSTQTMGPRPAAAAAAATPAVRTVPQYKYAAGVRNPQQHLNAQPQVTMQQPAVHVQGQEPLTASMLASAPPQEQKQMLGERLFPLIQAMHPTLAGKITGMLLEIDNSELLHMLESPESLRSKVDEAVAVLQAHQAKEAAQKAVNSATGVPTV
# Rin1 Abl inh: inhibitors of Rin1-Abl protein binding, primary screen, biochemical, TR-FRET; Tyrosine-protein kinase ABL1 (Homo sapiens) + Ras and Rab interactor 1 (Homo sapiens), …; inhibition, % at 7.35 µM; 0.4% of 360,000 active; in the data active = inhibition above about 5%, passing the limit was not always enough
# CSN deneddyl inh: inhibitors of CSN-mediated cullin deneddylation, primary screen, biochemical, fluorescence polarization, uHTS. Purified CSN, SCF-Nedd8-OG deneddylation. COP9 signalosome complex subunit 5 (Homo sapiens), Q92905. 0.38% of 360,000 active. AID 651999, 2013. inhibition, % at 12.5 µM;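 active = pattern-corrected inhibition above about 35%, with an unprinted fluorescence ratio check between 0.5 and 1.5, limit read from the data, passing the limit was not always enough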;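 note: 0% = enzyme with substrate and 100% = substrate without enzyme; some results filed as inactive read as strong as hits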
#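 Assay system: HEK293T-derived human Csn5 enzyme; quantity: 0.24 nM enzyme; medium: Tris/NaCl/DTT buffer, pH 7.5; also added: substrate SCFSkp2-Nedd8OG, 10 nM; doses: 12.5 µM compound; schedule: 90 min reaction at room temperature; signal: FP; read-out: % inhibition of substrate cleavage by Csn5; benchmarks: substrate-only high control, full reaction low control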
# Rpn11 block: Rpn11 (PSMD14) deubiquitinase inhibitors, primary screen, biochemical, fluorescence polarization, uHTS; 26S proteasome non-ATPase regulatory subunit 14 (Homo sapiens), O00487; human 26S proteasome, Ub4-pepOG fluorescence polarization; 20S core pre-blocked with epoxomicin; calls only at 20 µM; 0.59% of 360,000 active;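 active = inhibition at 20 µM, scaled to each plate's controls, above about 33%, limit read from the data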
# Target sequence (O00487 whole entry, looked up): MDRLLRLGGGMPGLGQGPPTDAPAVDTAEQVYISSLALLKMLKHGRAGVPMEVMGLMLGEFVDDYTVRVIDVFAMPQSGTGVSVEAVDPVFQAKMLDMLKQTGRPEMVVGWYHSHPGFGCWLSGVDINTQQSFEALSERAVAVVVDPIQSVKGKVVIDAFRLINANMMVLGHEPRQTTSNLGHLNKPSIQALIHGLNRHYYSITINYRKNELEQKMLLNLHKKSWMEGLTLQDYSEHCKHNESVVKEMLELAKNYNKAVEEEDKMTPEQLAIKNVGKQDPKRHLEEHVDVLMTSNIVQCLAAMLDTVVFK
# * marks the source's active call; other numbers are inactive results; i = inactive; · = no result given.
SMILES,SKN-1 inh,MT1-MMP act inh,FAS TE block,Neddyl block,NadD inh,PABP1 MLLE inh,Rin1 Abl inh,CSN deneddyl inh,Rpn11 block
C/C(=N\NC(=O)c1ccc(Br)cc1)c1ccccc1,6,3,-1,i,-1,-2,0,1,i
O=C(N[C@@H](Cc1ccc(O)cc1)C(=O)O)c1cccnc1,-2,1,-9,i,-4,11,1,6,i
O=C(C1CCC(C(=O)N2CCCCC2)CC1)N1CCCCC1 (stereo unspecified),14,-1,-3,i,6,4,6.2*,1,i
O=C(OCC(=O)N1CCCC1)c1cccs1,6,2,-3,i,-3,0,3,3,i
O=C(CCCCn1c(=O)[nH]c2ccccc2c1=O)NCc1ccc2c(c1)OCO2,6,3,-3,i,-2,-5,3,1,i
O=C(NNC(=O)c1cccnc1SCc1cccc([N+](=O)[O-])c1)c1cccnc1,-13,1,8,i,4,1,1,0,i
CCc1sc(N2C(=O)C3C4CCC(C4=C(C)C)C3C2=O)nc1-c1ccccc1 (stereo unspecified),-2,-4,26,i,-2,7,-1,3,i
O=C(N/N=C/c1ccc(Br)s1)c1ccco1,12,2,-2,i,-2,-12,-3,-4,i
Cc1cccc(OCC(=O)NCC(=O)N/N=C/c2ccc([N+](=O)[O-])cc2)c1,3,5,-4,i,-2,11,0,-3,i
CCCc1nc2oc3c(NCC4CCCO4)ncnc3c2c2c1COC(C)(C)C2 (stereo unspecified),17,7,-5,·,-1,19,-3,3,i
CCN(CC)CCCOC(=O)C(c1ccccc1)c1ccccc1,0,-1,-6,i,-1,13,-3,2,i
CCOC(=O)C(=O)NC1CC=CCC1c1ccc2c(c1)OCO2 (stereo unspecified),11,-1,-6,i,-1,13,5,-5,i

# Shown with values under each structure: entries from further up
# Values in the order: SKN-1 inh, MT1-MMP act inh, FAS TE block, Neddyl block, NadD inh, PABP1 MLLE inh, Rin1 Abl inh, CSN deneddyl inh, Rpn11 block
> C/C(=N\NC(=O)c1ccc(Br)cc1)c1ccccc1
 : 6, 3, -1, i, -1, -2, 0, 1, i
> O=C(N[C@@H](Cc1ccc(O)cc1)C(=O)O)c1cccnc1
 : -2, 1, -9, i, -4, 11, 1, 6, i
> O=C(C1CCC(C(=O)N2CCCCC2)CC1)N1CCCCC1 (stereo unspecified)
 : 14, -1, -3, i, 6, 4, 6.2*, 1, i
> O=C(OCC(=O)N1CCCC1)c1cccs1
 : 6, 2, -3, i, -3, 0, 3, 3, i
> O=C(CCCCn1c(=O)[nH]c2ccccc2c1=O)NCc1ccc2c(c1)OCO2
 : 6, 3, -3, i, -2, -5, 3, 1, i
> O=C(NNC(=O)c1cccnc1SCc1cccc([N+](=O)[O-])c1)c1cccnc1
 : -13, 1, 8, i, 4, 1, 1, 0, i
> CCc1sc(N2C(=O)C3C4CCC(C4=C(C)C)C3C2=O)nc1-c1ccccc1 (stereo unspecified)
 : -2, -4, 26, i, -2, 7, -1, 3, i
> O=C(N/N=C/c1ccc(Br)s1)c1ccco1
 : 12, 2, -2, i, -2, -12, -3, -4, i
> Cc1cccc(OCC(=O)NCC(=O)N/N=C/c2ccc([N+](=O)[O-])cc2)c1
 : 3, 5, -4, i, -2, 11, 0, -3, i
> CCCc1nc2oc3c(NCC4CCCO4)ncnc3c2c2c1COC(C)(C)C2 (stereo unspecified)
 : 17, 7, -5, ·, -1, 19, -3, 3, i

# Following part
SMILES,SKN-1 inh,MT1-MMP act inh,FAS TE block,Neddyl block,NadD inh,PABP1 MLLE inh,Rin1 Abl inh,CSN deneddyl inh,Rpn11 block
CCOc1ccccc1-n1nnnc1SCC(=O)NCc1ccco1,0,2,-10,i,-3,-16,-1,-7,i
C/C(=N\Nc1ccc2nncn2n1)c1ccc(Br)s1,27,1,0,i,-8,-3,1,6,i
C=CCNc1nc2c(c(=O)[nH]c(=O)n2C)n1CCCc1ccccc1,1,4,-1,i,3,0,0,1,i
COC(=O)CSc1[nH]c2cc(C)ccc2c1[N+](=O)[O-],12,6,-6,i,-1,20,-2,-11,i
CCCCOC(=O)Cn1c(=N)n(CCN2CCOCC2)c2ccccc21,-3,0,-6,i,-2,2,-6,0,i
CS(=O)(=O)c1[nH]nc(-c2cccc(Cl)c2)c1C#N,-12,4,-3,i,-4,-3,-4,-5,i
CC1CCN(c2ccccc2NC(=S)NC(=O)c2cccs2)CC1,9,-18,25,i,-3,35,-2,0,i
N#CN1CCC(NS(=O)(=O)c2ccc(C(F)(F)F)cc2)C1 (stereo unspecified),-13,-1,9,i,-2,11,0,0,i
CCCCC(=O)NC(NC(=S)N1CCCCCC1)C(Cl)(Cl)Cl (stereo unspecified),7,2,3,i,-4,-51,4,-20,i
Cc1ccccc1CN1CCN(C(C)C(=O)NCc2ccccc2)CC1 (stereo unspecified),-7,2,-6,i,2,-2,0,0,i
COC(=O)c1cc(C(=O)OCC(=O)N(C)C2CCS(=O)(=O)C2)cc([N+](=O)[O-])c1 (stereo unspecified),8,-1,-6,i,2,-5,0,-4,i
Cc1nn(C)cc1-c1n[nH]c(=S)n1-c1ccc(Cl)cc1,0,0,-13,i,-3,1,-1,3,i
CCOC(=O)N(C)C[C@@H]1OCc2cn(nn2)CCCC(=O)N([C@@H](C)CO)C[C@H]1C,-15,4,-9,i,4,-1,-4,4,i
Cc1[nH]c(=O)c(C#N)cc1-c1ccccc1,6,5,0,i,-3,2,0,0,i
CCCCCCCN1N=C(C)C(C(=O)c2ccccc2)C1=O (stereo unspecified),-6,7,-7,i,5,0,2,-4,i
O=c1[nH]n(-c2ccccc2)c(=O)cc1Cl,13,2,-7,i,-5,6,4,-3,i
COc1ccccc1NC(=O)c1c([N+](=O)[O-])c(C(C)(C)C)nn1C,5,7,4,i,0,-2,2,2,i
CN(C)CCCNC(=O)c1ccc(/C=N/O)nc1,-3,0,-7,i,-1,5,3,4,i
CC(C)C[C@H](NC(=O)c1nc[nH]c1C(=O)NCCCCCNC(=O)OC(C)(C)C)C(=O)OCc1ccccc1,3,3,16,i,11,-1,0,0,i
Cc1ccc(C)c(C(=O)COC(=O)c2nn(C)c(=O)c3ccccc23)c1,5,10,16,i,-10,4,4,-1,i
CCOC(=O)c1cc2c(c(CCO)n1)[C@@H](CCO)N(S(=O)(=O)C(C)(C)C)C2,-7,5,-7,i,0,-5,-2,0,i
CCOc1ccc(S(=O)(=O)N2CCN(C(=O)Cc3n[nH]c(=O)c4ccccc34)CC2)cc1,-2,1,7,i,6,-15,3,-3,i
CCNC(=O)C1(C)CCCN(Cc2cccc3c(OC)cc(C(=O)OCC)cc23)C1 (stereo unspecified),8,-3,-4,i,4,12,2,-2,i
CC1CCCC(C)N1C(=O)COC(=O)CNS(=O)(=O)c1ccc2ccccc2c1 (stereo unspecified),7,4,-4,i,-11,6,-4,1,i
COc1ccc(OC)c(/C=N/Nc2nc(C)cc(=O)[nH]2)c1,-9,-2,-9,·,-3,-7,2,5,i
CCc1ccc(NC(=O)CSc2nc3ccccc3c(=O)n2CCCC(=O)NCCCN2CCOCC2)cc1,-8,6,4,i,-15,12,-6,-6,i
CCOC(=O)C1CCCN(Cc2nc(CC3CC3)no2)C1 (stereo unspecified),-4,-1,-2,i,-1,-3,-2,3,i
COc1ccccc1N1CCN(/N=C/c2ccc(Cl)c([N+](=O)[O-])c2)CC1,-13,2,21,i,0,3,-2,-1,i
C=CCN1C(=O)C(C)NC1=S (stereo unspecified),6,-1,-7,i,8,9,-1,-1,i
CNC(=O)CC(C(=O)O)c1ccc(OCC(C)C)cc1 (stereo unspecified),-2,-2,-10,i,-3,-4,1,-2,i
CCc1ccc(NS(=O)(=O)c2ccc3[nH]cc(C(=O)NCC4CCCO4)c(=O)c3c2)cc1 (stereo unspecified),-2,1,8,i,17,3,0,-1,i
COc1ccccc1N1CCN(S(=O)(=O)c2cn(C)cn2)CC1,9,-1,-3,i,0,13,-4,0,i
COc1cccc(C(=O)Oc2ccc(/C=N/NC(=O)c3ccncc3)cc2OC)c1,4,-1,2,i,-1,-8,0,1,i
COc1ccc(-n2cc(C#N)c(=O)[nH]c2=O)cc1,-8,2,-9,i,2,3,1,5,i
Cc1ccc(S(=O)(=O)N2CCN(C(C(=O)Nc3ccc(F)cc3)c3ccccc3)CC2)cc1 (stereo unspecified),2,-9,32,i,5,-15,1,-6,i
O=C(Nc1nnc(-c2cccs2)o1)c1cccc(C(F)(F)F)c1,-3,4,-1,i,1,14,0,2,i
COc1ccc(C(=O)N2CCn3c(C)ccc3C2C)cc1 (stereo unspecified),11,-13,-11,i,-1,-39,-2,0,i
CCC(CC)CN1C(Nc2ccccc2)=NC[C@@H]1CC(C)C,-2,-3,-16,i,-2,8,2,-2,i
O=C(NCCc1ccccn1)c1ccc(NS(=O)(=O)c2ccc(F)cc2)cc1,4,1,-10,i,0,11,6,-4,i
CSCC(=O)N1CCC(n2nccc2NC(=O)c2ccc3c(c2)OCO3)CC1,7,4,-7,i,-9,-5,5,0,i
O=C(C1CCCCC1)N1CCC(n2nnc3ccccc32)CC1,3,5,1,i,-3,-2,-1,-2,i
COc1ccc(CNC(=O)c2cc(-c3cc(C)ccc3O)n[nH]2)cc1,6,10,0,i,-4,8,-1,6,i
COc1ccc(CCNC(=O)c2cc(-c3ccc(Cl)c(Cl)c3)oc2C)cc1,-1,2,28,i,-3,-7,1,6,i
CCOC(=O)N1CCC(=NNc2ncc(C(F)(F)F)cc2Cl)CC1,-1,5,-1,i,3,-16,-2,3,i
COc1cc(/C=C/C(=O)O)cc(S(=O)(=O)N2CCc3ccccc3C2)c1OC,13,-1,-1,i,-2,-3,0,-4,i
O=C(Nc1ncc2c(n1)-c1ccccc1CC2)c1cccs1,20,6,1,i,6,-2,-2,-2,i
O=S1(=O)CC(N2CCN(CCO)CC2)CN1Cc1ccc(F)cc1 (stereo unspecified),-4,1,-8,i,-8,7,1,0,i
CC1CCCCC12NC(=O)N(CC(=O)Nc1ccc(N3CCCCC3)cc1)C2=O (stereo unspecified),4,0,-4,i,5,5,-2,6,i

# Assay outcomes as filed in PubChem BioAssay.

# Not a hit list; 3.9% or so of the library scored in one or more.
